Jurkat tox 60K – cytotoxicity toward Jurkat T cells, primary screen, cytotoxicity control, cell-based, Jurkat E6.1, 60K MLSMR library. inhibition, % at 4 µM. hit rate 1.2% among 56,000. Jurkat E6.1 viability, ATP luminescence, 48 h. AID 463, 2006;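 active = inhibition above the mean inhibition of all tested compounds plus 3 SD, cut at about 28% in these data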
5HT1E ag – 5-HT1E receptor agonists, primary screen, cell-based, HTS. CHO 5-HT1E Ga15 NFAT-bla reporter, FRET; 0% DMSO wells, 100% control agonist wells. activation, % at 6 µM. hit rate 0.69% among 65,000;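 active = activation above a set limit, the screen-wide mean activation plus 3 SD, cut at about 8.5% in these data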;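 also: 100% = positive control agonist at 1 µM giving full maximal response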
S1P3 agonist – human S1P3 receptor agonists, primary screen, cell-based, primary and confirmation, NFAT-BLA reporter; Sphingosine 1-phosphate receptor 3 (Homo sapiens), Q99500; S1P3 NFAT-BLA reporter cells, agonism, FRET ratio; relative to 1 µM S1P, basal subtracted; activation, % at 4.5 µM; hit rate 0.1% among 60,000;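 active = activation above the screen-wide mean plus 3 SD, cut at about 4.5% in these data, passing the limit was not always enough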; also: some compounds called inactive have numbers as strong as hits
Target sequence (Q99500 whole entry, looked up): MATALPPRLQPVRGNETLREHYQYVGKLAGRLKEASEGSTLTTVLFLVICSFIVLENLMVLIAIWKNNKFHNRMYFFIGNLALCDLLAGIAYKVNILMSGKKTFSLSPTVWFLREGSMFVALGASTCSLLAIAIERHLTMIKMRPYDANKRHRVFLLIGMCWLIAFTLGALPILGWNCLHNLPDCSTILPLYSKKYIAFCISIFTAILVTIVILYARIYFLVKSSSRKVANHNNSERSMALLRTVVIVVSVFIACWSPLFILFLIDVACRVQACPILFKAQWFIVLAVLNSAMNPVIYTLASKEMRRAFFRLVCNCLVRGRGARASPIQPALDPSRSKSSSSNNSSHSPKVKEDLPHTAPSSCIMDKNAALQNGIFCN
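Assay system: CHO cells stably expressing human S1P3, Gα16 and NFAT-β-lactamase reporter. Timing: overnight plating, 4 h compound 37 °C, 2 h substrate RT. Signal: β-lactamase FRET emission ratio 460/535 nm. Measure: percent activation versus median 1 µM S1P response, basal-subtracted, per plate. Repeats: primary screen single test, confirmation screen in triplicate.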
5-HT1A blocker – human 5-HT1a receptor antagonists, primary screen, cell-based, CHO, Ga15 NFAT-bla reporter | 5-hydroxytryptamine receptor 1A (Homo sapiens), P08908 | CHO 5-HT1a Ga15 NFAT-bla reporter, antagonist mode | inhibition, % at 10 µM | hit rate 0.68% among 62,000;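 active = inhibition above the mean of all tested compounds plus 3 SD, cut at about 43% in these data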;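 also: receptor stimulated by 5-CT agonist at 100 nM near EC80; beta-lactamase reporter measured by ratiometric fluorescence of a cleavable substrate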
Target sequence (P08908 whole entry, looked up): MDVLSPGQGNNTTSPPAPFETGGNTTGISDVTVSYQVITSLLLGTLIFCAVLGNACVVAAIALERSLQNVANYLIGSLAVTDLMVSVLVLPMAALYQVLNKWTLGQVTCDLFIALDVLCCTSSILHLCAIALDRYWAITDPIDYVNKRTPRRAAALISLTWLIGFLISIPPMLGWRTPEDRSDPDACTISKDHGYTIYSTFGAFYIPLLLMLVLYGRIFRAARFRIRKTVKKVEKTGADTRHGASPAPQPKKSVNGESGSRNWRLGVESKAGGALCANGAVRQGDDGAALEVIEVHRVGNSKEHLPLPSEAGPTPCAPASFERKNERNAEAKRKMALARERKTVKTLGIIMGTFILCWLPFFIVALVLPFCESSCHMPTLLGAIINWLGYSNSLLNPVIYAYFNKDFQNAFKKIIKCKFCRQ
HTR1E antagonist – 5-HT1E receptor antagonists, primary screen, cell-based, HTS; 5-hydroxytryptamine receptor 1E (Homo sapiens), P28566; CHO 5-HT1E Ga15 NFAT-bla reporter, FRET, antagonist; inhibition, % at 6 µM; hit rate 0.99% among 65,000;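 active = inhibition above a set limit, the mean inhibition across every tested compound plus 3 SD, cut at about 29% in these data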;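 also: signal is the 460 over 535 nm emission ratio of beta-lactamase substrate; 0% = agonist plus DMSO wells and 100% = wells without agonist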
S1P1 ag pot – S1P1 agonists and agonism potentiators, primary screen, cell-based, primary and confirmation screens, CRE-bla reporter | Sphingosine 1-phosphate receptor 1 (Homo sapiens), P21453 | S1P1 CRE-bla cells, forskolin, beta-lactamase FRET, potentiator mode; S1P1 agonist co-added at EC20, 2 nM; 100% = saturating reference agonist, 0% = basal | activation, % at 9.5 µM | hit rate 0.57% among 56,000;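 active = activation above a cutoff set at the mean activation of all tested compounds plus 3 SD, cut at about 54% in these data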;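 also: forskolin at 4 µM as EC80 and the EC20 agonist is SEW2871; 100% = SEW2871 at its EC100 plus forskolin at EC80; some compounds past the cut are filed as inactive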
HEK293 NFkB inh – inhibitors of PMA/ionomycin-induced NF-kB reporter, primary screen, antigen receptor NF-kB inhibitor project, cell-based, HEK-293 luciferase reporter, luminescence; HEK-293 NF-kB luciferase reporter; inhibition, % at 3 µM; hit rate 0.21% among 62,000; AID 465, 2006;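 active = inhibition above the mean of all tested compounds plus 3 SD, cut at about 40% in these data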;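 also: 0% = stimulated DMSO wells and 100% = 10 µM reference inhibitor 5653914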
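Signal: luciferase luminescence; Material: HEK-293 cells with stable firefly luciferase reporter driven by four HIV NF-kB elements; Probe or stimulus: PMA with ionomycin; Replication: tested once; Times: 1 h compound pretreatment, then 16 h stimulation at 37 °C, 5% CO2; Benchmarks: DMSO and 10 µM reference inhibitor; Evaluation: per-plate % inhibition versus controls.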
5HT1a ag – human 5-HT1a receptor agonists, primary screen, cell-based, CHO, Ga15 NFAT-bla reporter; CHO 5-HT1a Ga15 NFAT-bla reporter, FRET ratio; 0% basal, 100% maximal reference agonist; AID 567, 2006; 5-hydroxytryptamine receptor 1A (Homo sapiens), P08908; activation, % at 10 µM; hit rate 0.56% among 65,000;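 active = activation above the screen-wide mean activation plus 3 SD, cut at about 19% in these data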;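 also: 0% = DMSO wells and 100% = 5-CT at EC100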
D1 mod – D1 CRE-luciferase signal change, two-sided – cell-based, HEK293 D1, dopamine EC30, D1 allosteric modulator project, primary screen; D(1A) dopamine receptor (Homo sapiens), P21728; dopamine EC30 potentiation; actives deviate in either direction; B-score at 10 µM; hit rate 5.9% among 58,000;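 active = luminescence count or its row- and column-corrected plate score outside the 99.7% band of the plate's sample wells, on either side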
* marks the source's active call; other numbers are inactive results; nt = no result given.

Results follow in this order: S1P1 ag pot	Jurkat tox 60K	D1 mod	5-HT1A blocker	S1P3 agonist	5HT1E ag	5HT1a ag	HEK293 NFkB inh	HTR1E antagonist
Cc1cccc(NC(=O)C2CCCN(C(=O)NC3CCCCC3)C2)c1C (stereo not drawn)
 : -3	-6	1.3	0	1.3	0.6	0.6	7	-8
O=C(Nc1cccc2c1CCCC2)c1ccco1
 : -18	2	0.0053	10	-1.3	-0.2	-5.6	16	-4
Cc1nc(C)c(C(=O)C2=C(O)C(=O)N(CCN3CCOCC3)C2c2ccco2)s1 (stereo not drawn)
 : 8	-3	-0.22	1	-1.4	-0.9	-0.4	8	-8
O=c1c2nnn(Cc3ccc(Cl)cc3)c2ncn1Cc1ccc(F)cc1
 : 17	14	-0.0069	24	-1.5	-0.5	1.0	12	9
CC1(C)NC(=O)N(CC(O)CNC23CC4CC(CC(C4)C2)C3)C1=O (stereo not drawn)
 : nt	-2	0.99	8	0.2	-0.8	-0.3	9	4
COc1ccc(-c2csc(NCc3ccco3)n2)cc1
 : nt	nt	nt	9	nt	-0.9	-1.8	-21	-5
COc1ccc(Br)cc1-c1noc(-c2ccncc2)n1
 : -12	-7	1.2	4	-0.9	-0.2	0.5	18	-1
COCCn1c(=O)[nH]c2cc(C(=O)OC)ccc2c1=O
 : nt	nt	0.42	-2	nt	0.1	0.5	5	3
COc1cccc(C(=O)c2sc(NC(C)C)nc2N)c1
 : 47	nt	nt	nt	1.1	0.4	-1.3	nt	27
CCN(CC)c1cccc(OCC(=O)N(C)CCC#N)c1
 : -268	-7	nt	-11	0.6	0.6	1.4	20	-6
c1ccc(-c2cc(N3CCCCCC3)n[nH]2)cc1
 : nt	3	-0.0016	17	-0.7	-0.1	-1.5	-10	-1
CCCCN(CC)CCNC(=O)c1cc2c(=O)n(C)c3ccccc3c2n1C
 : -18	2	0.012	18	-0.6	2.4	-1.2	10	-16
Cc1cc(NC(=O)CSc2nnc(CNc3cccc(C(F)(F)F)c3)n2Cc2ccco2)no1
 : 14	12	0.63	25	-0.2	-0.5	-2.0	24	5
CCOC(=O)c1c(C)n(C)c2ccc(OC)c(NC(=O)c3cccs3)c12
 : -24	nt	nt	nt	1.5	0.2	-1.5	nt	5
CCOc1ccc(OCC)c(Nc2cc(C)nc3ncnn23)c1
 : -39	6	0.47	18	-0.5	-0.1	-3.5	13	-19
Cn1c(SCC(=O)N2CCOCC2)nc2cccnc21
 : 0	-7	-0.052	-1	-0.9	-0.5	-2.8	8	-1
Clc1ccc(SCCCCn2ccnc2)cc1
 : 12	3	1.3	-5	-0.9	0.4	-2.8	-9	-12
CCNC(=O)COc1ccc2ccccc2c1
 : -5	-1	0.45	8	-0.8	-0.5	-0.2	8	12
COc1ccc(CC(=O)NC(CC(=O)O)c2ccc(OC)cc2)cc1 (stereo not drawn)
 : 0	3	nt	-231	-0.7	-0.7	-0.7	22	-21
Cn1nnc2cc(C(=O)Nc3cccnc3)ccc21
 : -1	2	0.42	6	-0.7	-1.5	-1.7	18	13
O=c1[nH]c2cccnc2n1Cc1ccco1
 : 0	-7	-0.65	-4	0.2	0.0	-1.8	6	-1
CCN1C(=O)N(CC)C(O)(c2ccccc2)C1(O)c1ccccc1 (stereo not drawn)
 : -16	0	0.71	-12	-0.5	-1.1	-2.4	9	1
CC1CC(C)CN(c2nc3c(c(=O)n(C)c(=O)n3C)n2C)C1 (stereo not drawn)
 : -6	10	0.19	3	-0.6	0.3	-0.6	5	7
CCOC(=O)c1cccc(Nc2nc(C)cc(C)n2)c1
 : -20	1	0.69	2	-0.4	-1.1	-0.7	9	19
Cc1ccc(N2C(=O)c3sc4nnc(C)c(=O)n4c3C2=O)cc1
 : -8	nt	nt	nt	-0.9	-0.3	-1.8	nt	-6
COc1ccc(NC(=O)NS(=O)(=O)c2ccc(C)cc2)c(OC)c1
 : -16	1	-0.22	11	0.7	-1.1	-3.4	22	0
O=C(CN1CCOc2ccccc21)NCc1ccc(F)cc1
 : 6	-2	0.012	0	-1.4	0.7	-1.0	2	3
CCCCN(CCCC)c1nc2ccccc2nc1C(C#N)C(=O)NCCCOC (stereo not drawn)
 : 3	nt	1.2	nt	0.1	0.0	-4.1	nt	-11
COCCN(CCOC)c1cc(C)c(C#N)c2nc3ccccc3n12
 : -10	2	0.32	-2	2.6	0.8	1.8	4	4
CSc1ccc(N2C(=O)NC3(CCCCC3)C2=O)cc1
 : 7	-2	-1.3	7	-0.7	-0.2	-1.1	5	6
Cc1cc(C)n(-c2cccc3cccnc23)n1
 : 16	-11	-0.041	-2	-0.9	-0.2	-0.2	13	4
CC(Oc1ccc(Cl)cc1Cl)C(=O)NCCCn1ccnc1 (stereo not drawn)
 : -9	3	nt	-8	-1.0	0.7	0.1	18	3
CCn1c(SCC(=O)NCc2cccs2)nnc1-c1ccco1
 : nt	nt	-0.88	7	nt	-0.5	-2.6	10	-6
Cc1nc(C)c(C(=O)Nc2ccccc2-c2ccccc2)o1
 : -1	5	-0.053	4	-0.8	-0.6	-0.9	2	4
CCOc1ccc(NC(=O)CSc2nnc(Cc3cccn3C)n2-c2ccc(F)cc2)cc1
 : 14	2	1.3	-1	-1.1	1.9	-2.2	8	6
CCCN(Cc1cc2cc(C)ccc2[nH]c1=O)S(C)(=O)=O
 : 8	1	0.27	-8	-1.0	1.4	-0.4	15	-1
COc1ccc(OCc2cccc(C(=O)O)c2)cc1
 : 9	12	-11*	2	-0.4	0.0	-2.8	94*	2
COc1ccc(NC(=O)NC2(C(=O)N3CCCCCC3)CCCCC2)cc1
 : 14	0	-0.35	-1	-0.5	-1.3	-0.8	0	-3
CCOc1cc(N2CCOCC2)c(OCC)cc1NC(=O)CCC1CCCC1
 : -1	-2	0.076	-33	0.0	0.3	-2.4	6	-6
COCCN1CCn2c(nc3cc(NC(=O)NC4CCCCC4)ccc32)C1
 : -4	-7	-0.16	8	-0.6	-0.5	-1.8	-7	3
CCOC(=O)N1CCC(c2[nH][nH]c(=O)c2C)CC1
 : 1	0	-0.074	-7	-0.8	0.3	-2.4	4	-5
CCCCC(=O)Nc1ccc2c(c1)nc1n2CCOC1
 : -2	-2	-0.25	-15	-1.0	0.2	4.9	0	4
O=C(CCc1nc2ccccc2[nH]1)NCc1ccc2c(c1)OCO2
 : 20	2	-0.0043	-13	-0.8	0.4	-0.5	-2	18
Cc1nc(S(=O)(=O)NC2CCCCC2)c(C#N)c(C)c1Cl
 : 52	0	0.35	4	-0.2	0.0	-2.0	8	4
Cn1c(=O)c2c(nc(N3CCc4ccccc4C3)n2Cc2ccc(Br)cc2)n(C)c1=O
 : 12	5	-0.27	1	-0.2	-0.1	-1.5	3	1
c1cncc(-c2nnc(SCCSc3nnc(-c4cccnc4)o3)o2)c1
 : 7	4	-0.55	-15	-0.6	0.2	-0.5	6	2
O=C(O)C1CCCCC1C(=O)NCCCN1CCOCC1 (stereo not drawn)
 : 7	1	nt	-15	-0.5	0.6	-0.5	-6	-3
COc1ccc(N2C(=O)CCC(C(=O)O)C2c2ccc(F)cc2)cc1 (stereo not drawn)
 : -14	18	-0.26	-3	-0.5	-0.5	3.9	13	16
Cc1ccccc1C(=O)OCn1nnc2ccccc2c1=O
 : -5	-8	nt	-3	-0.9	-0.5	-1.0	7	17
O=C(OC(C(=O)NC1CCCC1)c1ccccc1F)c1ccco1 (stereo not drawn)
 : -16	0	0.015	12	0.2	0.1	156*	9	-6
CSC1=C(C#N)C(c2cccs2)CC(=O)N1C (stereo not drawn)
 : nt	nt	0.2	0	nt	-0.9	-2.0	2	0
N=c1c2c3c(sc2nc2n1CCC2)CCCC3
 : -20	2	-0.11	12	-1.1	0.5	-1.4	22	1
Cc1c(C(=O)N2CCCCC2)sc(N)c1C#N
 : -1	6	-0.042	4	0.1	-0.8	-2.5	12	3
CCOC(=O)c1cc(NC(=O)c2c(C)noc2C)cc(C(=O)OCC)c1
 : 7	2	1.6	7	-0.4	0.6	-0.6	10	0
CCn1nnnc1SCC(=O)NCc1ccco1
 : 0	2	-0.1	11	-1.3	-0.7	-0.5	8	8
N#CC1=C2SCN(c3ccccc3)CN2C(=O)CC1c1c(Cl)cccc1Cl (stereo not drawn)
 : -15	6	0.0054	16	-0.6	0.6	1.5	25	8
CCc1nn(-c2cc(Cl)ccc2OC)c2c1C(=O)CCC2
 : -4	22	nt	16	-1.1	-1.4	-0.3	7	17
CCOC(=O)NCc1ccc2c(c1)cc(C)n2C
 : 7	9	0.38	3	-1.2	-2.3	-2.2	25	6
Cc1ccccc1NC(=O)C1CCCN(S(=O)(=O)c2c(C)noc2C)C1 (stereo not drawn)
 : -2	-3	1.1	-18	0.8	-0.5	-1.3	20	-5
Cc1cc(C)c(C#N)c(OCC(=O)c2ccccc2)n1
 : 0	nt	0.0021	nt	-1.3	0.1	-0.2	nt	-15

(continued)
Results follow in this order: S1P1 ag pot	Jurkat tox 60K	D1 mod	5-HT1A blocker	S1P3 agonist	5HT1E ag	5HT1a ag	HEK293 NFkB inh	HTR1E antagonist
Clc1ccc(OCc2nnc3n2N=C(c2ccc4c(c2)OCCO4)CS3)c(Cl)c1
 : 19	3	4*	6	-1.0	-0.5	-5.0	-3	25
COc1ccc(C2Oc3ccccc3N2C(C)=O)cc1 (stereo not drawn)
 : 8	-7	0.062	7	-0.7	-1.0	2.9	9	4
NC(=O)C1(N2CCCCC2)CCN(S(=O)(=O)c2cc(Cl)ccc2Cl)CC1
 : -23	-2	1.3	0	0.1	1.7	17	14	-10
CN(Cc1cc(=O)[nH]c2ccccc12)C(=O)c1ccccc1
 : -29	7	-0.03	12	-0.1	0.2	-2.9	8	-14
COc1ccc(CC(=O)Nc2cccc(-c3nnc(-c4ccccc4)o3)c2)cc1OC
 : 44	33*	-2.3	16	-2.5	-0.1	0.9	12	18
Cc1nc2ccccc2c(=O)n1CCCO
 : nt	nt	0.37	-16	nt	-0.3	-0.7	5	22

Only HTR1E antagonist, for some of the entries so far:
SMILES	HTR1E antagonist
CCOC(=O)N1CCC(c2[nH][nH]c(=O)c2C)CC1	-5
CCCCC(=O)Nc1ccc2c(c1)nc1n2CCOC1	4

From PubChem BioAssay
